NR2F2 inh – NR2F2 transcriptional activity inhibitors, primary screen, cell-based, luciferase reporter, HEK293T, luminescence; COUP transcription factor 2 (Homo sapiens), P24468; HEK293T NGFI-A luciferase reporter; inhibition, % at 8.6 µM; hit rate 0.7% among 370,000; AID 686940, 2013;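 active = inhibition above a per-plate cutoff, mean inhibition of test wells between control levels plus 3 SD, cut at about 38% in these data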;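 also: cells cotransfected with COUP-TFII expression vector driving the NGFI-A reporter; 0% = median of COUP-TF2 test wells and 100% = reporter-only cells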
TLR9-MyD88 block – inhibitors of TLR9-MyD88 association in cells, primary screen, cell-based, CHO, BLA complementation, fluorescence | Toll-like receptor 9 (Homo sapiens) + Myeloid differentiation primary response protein … | CCF4 FRET ratio | inhibition, % at 4.98 µM | hit rate 0.21% among 340,000 | AID 504734, 2011;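 active = inhibition above the mean over all tested compounds plus 3 SD, cut at about 21% in these data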;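 also: 0% = DMSO only wells and 100% = clavulanate BLA inhibitor control wells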
Target sequence (Q99836 whole entry, looked up): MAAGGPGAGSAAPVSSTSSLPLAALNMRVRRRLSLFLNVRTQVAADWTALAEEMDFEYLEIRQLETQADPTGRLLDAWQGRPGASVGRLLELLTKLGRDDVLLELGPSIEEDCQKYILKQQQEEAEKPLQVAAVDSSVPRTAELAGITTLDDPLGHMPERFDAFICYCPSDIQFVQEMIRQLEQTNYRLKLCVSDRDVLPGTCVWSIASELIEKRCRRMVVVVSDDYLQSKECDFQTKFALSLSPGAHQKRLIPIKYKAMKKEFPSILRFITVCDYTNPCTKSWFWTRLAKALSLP
Target sequence (Q9NR96 whole entry, looked up): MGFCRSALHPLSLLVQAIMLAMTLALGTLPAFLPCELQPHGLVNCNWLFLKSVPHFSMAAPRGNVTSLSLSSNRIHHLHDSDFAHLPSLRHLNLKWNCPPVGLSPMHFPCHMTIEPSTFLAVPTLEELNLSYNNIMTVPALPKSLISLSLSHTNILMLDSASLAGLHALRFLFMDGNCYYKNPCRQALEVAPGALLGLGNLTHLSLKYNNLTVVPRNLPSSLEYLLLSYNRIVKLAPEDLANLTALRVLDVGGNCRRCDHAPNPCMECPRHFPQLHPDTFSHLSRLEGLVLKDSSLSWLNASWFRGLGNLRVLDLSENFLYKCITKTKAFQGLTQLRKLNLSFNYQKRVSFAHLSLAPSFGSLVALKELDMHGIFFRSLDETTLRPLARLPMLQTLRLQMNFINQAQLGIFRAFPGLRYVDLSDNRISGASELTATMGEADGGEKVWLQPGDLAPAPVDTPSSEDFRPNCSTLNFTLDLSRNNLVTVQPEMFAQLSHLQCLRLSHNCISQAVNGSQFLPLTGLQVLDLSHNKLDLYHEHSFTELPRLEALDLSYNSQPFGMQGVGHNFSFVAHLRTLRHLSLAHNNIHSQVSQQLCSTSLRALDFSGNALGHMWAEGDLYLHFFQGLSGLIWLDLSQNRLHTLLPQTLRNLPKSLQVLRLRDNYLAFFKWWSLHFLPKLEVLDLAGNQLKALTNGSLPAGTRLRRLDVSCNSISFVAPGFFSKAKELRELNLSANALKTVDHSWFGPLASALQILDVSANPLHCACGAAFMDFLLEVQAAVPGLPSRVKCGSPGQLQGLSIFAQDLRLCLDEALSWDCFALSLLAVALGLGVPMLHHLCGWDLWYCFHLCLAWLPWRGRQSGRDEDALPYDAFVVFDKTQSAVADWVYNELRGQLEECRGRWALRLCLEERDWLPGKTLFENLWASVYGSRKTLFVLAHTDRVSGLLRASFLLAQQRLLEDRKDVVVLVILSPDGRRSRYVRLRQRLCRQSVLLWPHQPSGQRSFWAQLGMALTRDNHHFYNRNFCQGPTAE
MC4R barr agon – MC4R agonists recruiting beta-arrestin, primary screen, cell-based, luminescence, agonist arm of biased-ligand search. Melanocortin receptor 4 (Homo sapiens), P32245. U2OS MC4R beta-arrestin complementation; percent of melanotan II response, DMSO zero. hit rate 0.98% among 360,000. activation, % at 8.9 µM;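 active = activation above a per-plate cutoff, the mean activation of sample wells on that plate plus 3 SD, cut at about 8% in these data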
SRC1 inh – SRC1 coactivator transcriptional activity inhibitors, primary screen, cell-based, luminescence; Nuclear receptor coactivator 1 (Homo sapiens), Q15788; HEK293 GAL4-SRC1 luciferase reporter; inhibition, % at 3.6 µM; hit rate 0.12% among 360,000; AID 588354, 2011;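 active = inhibition above the campaign mean plus 3 SD, with each screening campaign given its own cutoff, cut at about 60% in these data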;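 also: 0% = DMSO treated cells and 100% = gossypol at 36 µM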
ABHD5-PLIN5 inh – ABHD5-PLIN5 interaction inhibitors, primary screen, cell lysate, split luciferase complementation, luminescence | Perilipin-5 (Homo sapiens) + 1-acylglycerol-3-phosphate O-acyltransferase ABHD5 (Homo … | Split G. princeps luciferase complementation, 4 h | inhibition, % at 4 µM | hit rate 0.78% among 360,000 | AID 602281, 2012;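 active = inhibition above the mean inhibition across every tested compound plus 3 SD, cut at about 22% in these data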;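 also: 0% = DMSO only wells and the 100% control is not disclosed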
NCOA2 inhibitor – inhibition of GAL4-SRC2 driven luciferase reporter, primary screen, SRC2 inhibitor project, cell-based, luminescence; Nuclear receptor coactivator 2 (Homo sapiens), Q15596; HEK293 GAL4-SRC2 luciferase reporter; inhibition, % at 9 µM; hit rate 0.17% among 370,000; AID 651957, 2012;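 active = inhibition above the mean inhibition of all tested compounds plus 3 SD, set per campaign, cut at about 52% in these data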;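 also: 0% = DMSO treated cells and 100% = cells given Gossypol at 36 µM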
NR5A2 inv ag – LRH-1 (NR5A2) inverse agonists, primary screen, cell-based, luminescence, HEK293T, StAR-luciferase reporter; inhibition, % at 3.6 µM; LRH-1 transfected, 24 h; hit rate 0.13% among 360,000; AID 602396, 2012;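 active = inhibition above the mean inhibition of all tested compounds plus 3 SD, cut at about 73% in these data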;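 also: 0% = DMSO wells and 100% = reporter-only cells lacking LRH-1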
SRC3 inh – SRC3 coactivator transcriptional activity inhibitors, primary screen, cell-based, luminescence; AID 588352, 2011; inhibition, % at 3.6 µM; HEK293 GAL4-SRC3 luciferase reporter; hit rate 0.17% among 360,000;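 active = inhibition above a per-campaign cutoff, the mean of all compounds plus 3 SD, cut at about 60% in these data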;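 also: 0% = DMSO-treated cells and 100% = gossypol-treated cells at 36 µM; higher means less SRC3-driven luciferase light from the GAL4 reporter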
MC4R antagonist – MC4R antagonists of cAMP signaling, primary screen, cell-based, TR-FRET, antagonist arm of biased-ligand search | Melanocortin receptor 4 (Homo sapiens), P32245 | MC4R-expressing cells, MTII-stimulated cAMP, LANCE TR-FRET | inhibition, % at 6.5 µM | hit rate 0.48% among 360,000;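 active = inhibition above its plate's cutoff, the mean of tested wells on that plate plus 3 SD, cut at about 29% in these data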;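 also: 0% = Melanotan II alone and 100% = Melanotan II plus saturating MCL0020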
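System: U2OS cells stably expressing human melanocortin 4 receptor (MC4R). Reagent: Melanotan II challenge after compound preincubation. Doses: 6.5 µM. Times: 30-min compound, 1-h challenge, 1-h detection, room temperature. Measured by: TR-FRET with Eu-cAMP and labeled anti-cAMP, 671 nm. Replicates: singlicate.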
NOD2 RIPK2 PPI – NOD2-RIPK2 binding disruptors in cells, primary screen, fluorescence, CHO cells, BLA complementation. inhibition, % at 4.98 µM. Receptor-interacting serine/threonine-protein kinase 2 (Homo sapiens), O43353. CCF4 ratio. hit rate 0.38% among 360,000; in the data active = inhibition above about 21%;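 also: 0% = vehicle only and 100% = reference blocker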
LMP1 NFkB inh – EBV LMP1-driven NF-kappaB luciferase reporter inhibitors, primary screen, cell-based, luminescence, single point. LMP1-induced NF-kappaB luciferase reporter cells. inhibition, % at 12.5 µM. hit rate 0.69% among 350,000; in the data active = inhibition above about 41%;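 also: 0% = neutral control wells and 100% = reference inhibitor control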
* = called active by the depositor; . = no result given.

Below each compound: NR2F2 inh	TLR9-MyD88 block	MC4R barr agon	SRC1 inh	ABHD5-PLIN5 inh	NCOA2 inhibitor	NR5A2 inv ag	SRC3 inh	MC4R antagonist	NOD2 RIPK2 PPI	LMP1 NFkB inh
Cc1cc(N2CCN(c3ccccc3)CC2)nc(-n2nc(C)cc2C)n1
  8	-2	-2.0	-5	-1	29	-9	6	1	7	39
Cc1ccc2c(CC(=O)N3CCN(S(=O)(=O)c4cccs4)CC3)coc2c1
  2	2	0.5	-11	-13	-17	4	7	-1	-11	-1
Cc1cc(C)c2sc(N(CCCN(C)C)C(=O)c3ccc(S(=O)(=O)N(C)C4CCCCC4)cc3)nc2c1
  17	-6	3.7	8	18	4	-28	-2	9	6	-6
CCOC(=O)c1cnc2ccc(OCC)cc2c1N1CCN(c2ccccc2OC)CC1
  .	3	0.7	-22	5	.	2	-13	32*	-9	31
Cc1ccc(NC(=O)C2CC(=O)N/C(=N/N=C/c3ccco3)S2)cc1C (stereo not given)
  .	0	-0.2	13	3	.	12	13	-5	4	-26
COCc1cc(C)nc2sc(C(=O)Nc3ccccc3F)c(N)c12
  -11	7	1.7	-14	-1	-22	-66	-56	-10	10	11
COc1cc(/C=N/Nc2ccc([N+](=O)[O-])cc2S(=O)(=O)N2CCOCC2)cc(OC)c1OC
  15	2	-3.2	-2	0	-22	-22	14	8	4	5
O=C(C[C@H]1C/C=C\CC[C@H](Cc2ccc(F)cc2)C(=O)O[C@@H](c2ccccc2)CNC1=O)N[C@H](CO)Cc1ccccc1
  16	-1	-0.8	-1	-2	-8	16	-3	10	4	1
COc1ccc(CNC(=O)[C@H](C)NC(=O)N2CCn3c2nc2ccccc23)cc1
  -6	-10	-1.4	15	-1	8	-1	-11	2	-4	2
CC(=O)N(CCC(Cc1ccccc1)c1ccc2c(c1)OCO2)Cc1ccccc1F (stereo not given)
  8	-10	-2.3	6	-3	-7	0	10	-1	7	-20
CCOC(=O)CSCc1csc(CC(=O)Nc2ccccc2C)n1
  -4	-11	-4.5	3	5	9	-20	25	6	8	-5
C[C@@H](N)C(=O)NC[C@H]1O[C@@H](n2cnc3c(N)ncnc32)[C@H](O)[C@@H]1O
  .	-7	1.8	11	-2	.	-5	-2	2	9	8
COC(=O)c1c(-c2cccs2)csc1NC(=O)CN1CCOCC1
  14	-2	-1.7	-24	0	11	4	-19	10	-6	-33
O[C@H]1CN(Cc2cccs2)[C@@H](c2ccc(Cl)cc2)C[C@@H]1n1cc(C2CC2)nn1
  -5	-6	0.2	1	-4	-32	-13	0	11	6	-4
Cn1c(=O)[nH]c(=O)c2c1nc(Br)n2CCOc1ccccc1
  10	-1	0.8	12	-2	12	8	23	-6	-3	11
O=C(NCc1ccccc1)c1ccc(N2C(=O)C3CCCCC3C2=O)cc1 (stereo not given)
  -22	3	1.0	2	3	17	17	12	4	-6	-3
O=[N+]([O-])c1cccc(C(=S)N2CCN(c3ccccc3F)CC2)c1
  -21	3	-0.6	5	0	-7	5	15	2	1	6
COc1cccc(NC(=O)CSc2ncnc3c2cnn3Cc2ccccc2)c1
  -1	-8	0.4	-16	0	3	-6	9	10	3	1
COc1cccc(C2CC(=O)N3CN(c4ccccc4F)CSC3=C2C#N)c1 (stereo not given)
  7	9	-1.7	13	-12	-13	19	10	4	3	-14
Cc1ccc(NC(=O)CCC(C(=O)O)N2C(=O)c3ccccc3C2=O)cc1 (stereo not given)
  1	-5	-2.6	-2	-4	14	3	7	-4	1	-3
O=C(O)c1cc(O)c2c(c1)[C@@H]([C@H]1c3cc(C(=O)O)cc(O)c3C(=O)c3c(O[C@@H]4O[C@H](CO)[C@@H](O)[C@H](O)[C@H]4O)cccc31)c1cccc(OC3O[C@H](CO)[C@@H](O)[C@H](O)[C@H]3O)c1C2=O (stereo not given in full)
  6	-5	-0.7	-7	-3	-11	0	-21	5	-8	8
CC(C)Oc1ccc(CN2CCC(n3nccc3NC(=O)c3cccnc3)CC2)cc1
  10	6	-2.9	-27	-2	14	10	-7	4	6	5
C[C@@H]1CN(Cc2nc(-c3ccc(Cl)cc3)no2)C[C@H](C)O1
  -1	-7	-3.0	7	9	-10	9	12	2	1	3
O=C(CN1CCOCC1)Nc1nc(-c2ccccc2)cs1
  6	-5	-0.2	-15	5	-15	-16	-14	2	5	-3
C=CCNC(=O)COc1ccc(S(=O)(=O)Nc2ccc(OCC)cc2)cc1
  -5	10	0.2	-15	5	-5	-8	18	18	4	3
N#CCCn1cc(/C=N/NC(=O)c2ccncc2)c(-c2ccc(F)cc2)n1
  5	4	-3.6	2	2	8	6	12	-4	-9	-4
COC(=O)C1=NNC2(c3ccc(Cl)cc3)C(=O)N(c3ccc(Cl)cc3)C(=O)C12 (stereo not given)
  -3	-6	-2.5	-4	1	0	-8	13	5	-6	4
CSc1nc2nc3c(c(=O)n2[nH]1)CN(Cc1ccccc1)CC3
  12	-7	-0.2	-3	1	-2	3	19	3	-12	-10
O=C(Nc1ccccc1)c1ccc(NCc2cccnc2)c(S(=O)(=O)N2CCOCC2)c1
  5	-3	-0.5	-5	-4	-52	-12	-1	2	-3	-8
O=C(C1CCC1)N1CCc2cc(S(=O)(=O)NCCCN3CCCCC3)ccc21
  3	4	-3.0	-15	-5	-18	-16	-9	-5	0	-4
CCOc1ccc(CN(C)CC(=O)c2c(N)n(Cc3ccccc3)c(=O)n(CC)c2=O)cc1OC
  2	0	-1.1	-3	9	-40	-5	-7	14	-2	7
ONC(=Nc1ccccc1)c1ccc(Cl)cc1
  18	-13	2.2	1	-6	-6	-17	-3	2	-5	7
C[C@H](NS(=O)(=O)c1ccc2c(c1)OCCCO2)C(=O)N1CCN(Cc2ccc(C#N)cc2)CC1
  18	0	4.6	-5	-2	9	12	10	11	13	2
CC(C)(C)C(=O)NCCc1nc(-c2ccccc2)no1
  -9	2	-1.3	-11	2	4	-14	6	9	-7	6
COc1ccc(/C=N/NS(C)(=O)=O)c(OC)c1
  1	1	2.7	2	7	1	-10	0	-9	-2	0
CC(C)OCC(O)Cn1c(N2CCCC2)nc2c1c(=O)n(C)c(=O)n2C (stereo not given)
  -4	-1	-0.1	-1	7	-11	13	10	9	3	4
CCOC(=O)N1CCN(Cc2nc3cc(NC(=O)CC)ccc3n2C)CC1
  -14	5	-1.8	-15	-5	8	-1	-10	2	-8	-4
CCOC(=O)C(C)(C)Sc1nc2c(cnn2-c2ccc(C)cc2)c(=O)[nH]1
  2	-4	-3.1	-7	-1	-14	-1	19	12	-4	3
O=C(NCCc1c[nH]c2ccc(Cl)cc12)c1ccc([N+](=O)[O-])cc1
  -7	5	10*	8	3	5	4	3	-4	-2	-6
CCc1nc2scc(-c3cccs3)c2c(=O)o1
  2	-11	-1.7	-13	-1	5	-2	12	2	-3	-9
Cc1csc2ncnc(NCCc3ccccn3)c12
  68*	5	-1.6	30	-6	8	34	9	-6	-3	8
COCC(=O)Nc1nnc(COc2ccc(Cl)cc2)s1
  -3	5	-1.9	-18	2	-28	9	9	-1	4	-4
CCOc1ccc(-n2cnc3sc(C)c(C)c3c2=O)cc1
  -11	-15	-0.1	-10	-3	-25	-27	-4	0	-5	3
Cc1sc(NC(=O)C2C3CCC(C3)C2C(=O)O)c(C(N)=O)c1-c1ccc(C(C)(C)C)cc1 (stereo not given)
  10	6	-1.7	0	-9	-16	-23	13	9	-3	10
COc1ccc(CNC(=O)c2cc(-c3ccccc3OC)on2)cc1
  .	-1	-1.7	11	-9	.	-8	1	0	-7	39
CCCCC(=O)Nc1cccc(-c2csc(-c3ccccc3)n2)c1
  -10	-8	1.8	-17	9	-27	-38	-22	-3	2	-10
NC(=O)NC(CC(=O)NCCCc1ccccc1)c1ccccc1Cl (stereo not given)
  2	-3	-3.0	1	0	5	-1	-2	2	-3	3
FC(F)(F)c1ccc(-n2cn[nH]c2=S)cc1
  7	-5	-2.1	4	2	10	1	26	15	1	-8
CN(C(=O)COC(=O)c1ccccc1OCc1ccc(Cl)cc1)c1c(N)n(Cc2ccccc2)c(=O)[nH]c1=O
  -30	-11	-0.9	-41	-1	-1	-15	-13	19	1	12
COc1ccc(C(C)=O)cc1COc1ccccc1[N+](=O)[O-]
  -21	6	-1.1	-17	3	-26	25	4	-3	0	-41
O=C(CNC(=S)NC(=O)c1cccc([N+](=O)[O-])c1)c1ccccc1
  22	6	11*	-5	-3	-11	-14	1	5	-5	-1
CC(C)CCN1CC(C(=O)NCCC2=CCCCC2)CC1=O (stereo not given)
  -20	0	-1.0	-68	-1	-34	-52	-14	2	8	4
CCCCNC(=O)NS(=O)(=O)c1cnccc1Sc1ccc(Cl)cc1
  -9	-10	-0.5	-22	0	-13	3	14	-9	-5	3
COc1ccc(/C(C)=N/NC(=O)Cn2nc([N+](=O)[O-])cc2C)cc1
  -12	-15	-1.2	12	-4	-7	-7	10	4	-9	2
COc1ccc(-c2cccc(C(=O)Nc3cccc(C(=O)O)c3)c2)cc1
  -34	-10	-1.5	-85	0	-20	-49	-40	-1	-7	-18
Cc1cccc(-c2cc(=O)c(C(=O)O)cn2-c2ccc(F)cc2F)c1
  11	-6	-0.2	-7	8	3	-9	17	6	-6	-5
O=C(Cn1ccc2cc(S(=O)(=O)N3CCCC3)ccc21)NCc1ccccc1
  0	-5	-3.1	11	-10	17	14	-7	12	1	1
CC(=O)Nc1ccc(OCc2nnc(-c3ccc(Cl)cc3)o2)cc1
  -48	5	-3.0	-48	1	-26	-51	-13	11	4	-21

These rows are one share of the data; count on the stated rates, not on these rows.
